High-throughput results: PubChem BioAssay, Johns Hopkins Ion Channel Center
MrgX1 antagonist – blocks BAM8-22 activation of human MrgX1 receptor; Q96LB2; MRGX1-HEK293 calcium flux, Fluo-4, BAM8-22 antagonism; stronger effect = lower value; B-score at 10 µM; 310,000 tested, 1.3% active; AID 588676;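 active = calcium-response B-score plate-corrected more than 3 library SD below zero, starting fluorescence within 5 deviations, no agonist response on first addition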;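 note: peak minus trough fluorescence over baseline after final BAM8-22 challenge near maximal dose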
Target sequence (Q96LB2 whole entry, looked up): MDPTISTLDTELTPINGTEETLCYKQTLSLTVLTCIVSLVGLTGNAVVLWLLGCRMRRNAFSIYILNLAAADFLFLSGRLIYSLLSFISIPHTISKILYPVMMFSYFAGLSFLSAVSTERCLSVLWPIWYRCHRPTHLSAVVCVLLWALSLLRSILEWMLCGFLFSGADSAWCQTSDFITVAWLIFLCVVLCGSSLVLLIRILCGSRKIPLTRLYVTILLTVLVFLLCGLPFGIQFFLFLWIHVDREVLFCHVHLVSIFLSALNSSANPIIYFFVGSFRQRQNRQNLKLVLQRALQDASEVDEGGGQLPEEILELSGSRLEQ
ANO1 block – blocks the mouse calcium-activated chloride channel TMEM16A | Q8BHY3 | HEK293 TMEM16A/YFP iodide influx fluorescence, ionomycin | normalized B-score (activity score, 25-100; higher = stronger inhibition) at 10 µM | 310,000 tested, 1.2% active;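 active = ratio plate-corrected score three or more library SD toward inhibition, starting fluorescence score within five deviations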;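 note: score derived from kinetic fluorescence span divided by baseline fluorescence per well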
TRPC4 inh – TRPC4 (mouse) channel inhibition; Q9QUQ5; HEK293 TRPC4beta/mu-opioid, DAMGO-evoked Fluo4 calcium flux; stronger effect = lower value; B-score at 10 µM; 300,000 tested, 0.39% active; AID 2247;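 active = B-score over 3 SD under the library average, no early fluorescence shift, positive overall ratio signal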
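Assay system – HEK293 line stably carrying TRPC4beta and mu-opioid receptor · Doses – single dose · Detection – Fluo4 calcium-dye fluorescence, kinetic read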
TRPC6 inh – blocks the mouse TRPC6 cation channel; HEK293-TRPC6, membrane potential dye, ACh-evoked depolarization; stronger effect = lower value; B-score at 10 µM; 310,000 tested, 1.1% active; AID 2553;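 active = B-score under library mean minus 3 SD, initial fluorescence not abnormally high, positive integrated signal ratio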;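 note: B-score derived from integrated fluorescence ratio over the kinetic read; more negative B-score means stronger inhibition of depolarization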
MrgX1 agonist – human MrgX1 receptor agonism, primary screen; Q96LB2; MrgX1-HEK293 cells, Fluo-4 calcium fluorescence, agonist mode; stronger effect = higher value; B-score at 10 µM; 310,000 tested, 0.44% active;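 active = calcium response B-score plate-corrected fluorescence ratio at least 3 library SD, with starting fluorescence B-score inside 5 SD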
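System – MrgX1-expressing HEK293 cells · Incubation – cells plated overnight, dye loaded 0.5 h 37 °C, 0.5 h room temperature · Technique – kinetic Fluo-4 NW fluorescence of intracellular calcium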
MrgX1 PAM – allosterically activates human MrgX1 receptor signaling. Q96LB2. B-score at 10 µM. 310,000 tested, 0.63% active. MrgX1-HEK293, Fluo-4 calcium flux, FDSS; stronger effect = higher value;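 active = plate-corrected calcium response at least 3 library SD above typical, normal starting fluorescence, not activating the receptor alone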;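 note: compound read alongside a low EC10 to EC30 dose of BAM8-22 agonist; peak minus trough fluorescence over baseline measured at the second addition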
TRPC6 act – mouse TRPC6 channel activation | Q61143 | HEK293-TRPC6 membrane potential dye fluorescence; stronger effect = higher value | B-score at 10 µM | 310,000 tested, 0.13% active | AID 2550;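 active = B-score of the integrated fluorescence ratio above library mean plus 3 SD, and starting fluorescence ratio within library mean plus 5 SD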;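 note: higher score means more depolarization so channel activation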
TRPC4 PAM – allosterically enhances the mouse TRPC4 cation channel; HEK293 TRPC4beta/mu-opioid, DAMGO EC20, Fluo-4 Ca2+ flux; stronger effect = higher value; B-score at 10 µM; 310,000 tested, 0.42% active;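 active = B-score of calcium response area above 5 SD of library B-scores, with initial fluorescence ratio within 5 SD of library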;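 note: B-score of integrated fluorescence ratio over time as area under calcium response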
ANO1 activ – activators or potentiators of mouse TMEM16A chloride channel; 340,000 tested, 0.3% active; B-score at 10 µM; HEK293 TMEM16A/YFP-H148Q/I152L, iodide quench fluorescence; stronger effect = lower value;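 active = fluorescence-ratio B-score plate-corrected deviation score at least 3 library SD below zero, with starting fluorescence score within 5 deviations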;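 note: channel opened by trigger with iodide after compound preincubation; score built on the fluorescence ratio of max minus min over baseline; more negative score means more quench and so TMEM16A activation or potentiation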
TRPC4 act – TRPC4 (mouse) channel activation; AID 2237; B-score at 10 µM; 310,000 tested, 0.49% active; HEK293 TRPC4beta/mu-opioid, Fluo4 calcium fluorescence; stronger effect = higher value;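 active = B-score above 5 SD of library B-scores, and initial fluorescence ratio not above library mean plus 5 SD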;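 note: positive B-score marks a calcium rise read as TRPC4 activation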
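Assay system: HEK293 stable line with TRPC4beta plus mu-opioid receptor; schedule: 45 min room-temperature Fluo4 loading, 110 s read; technique: kinetic Fluo4 calcium fluorescence; evaluation: integrated baseline-normalised fluorescence ratio, converted to per-well B score; controls: buffer (low) and maximal DAMGO (high)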
RGS4 inh – human RGS4 inhibition; 310,000 tested, 0.45% active; HEK293 M3R/RGS4 inducible, Fluo-4 calcium flux; stronger effect = higher value; triggered by carbachol at its EC20; B-score at 10 µM;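 active = B-score, a plate-corrected calcium signal, over three deviations above library mean, with baseline fluorescence within five deviations of library mean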;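 note: RGS4 expression induced by doxycycline in cells with stable M3 receptor; B-score is computed from the integrated fluorescence ratio over baseline after carbachol; higher B-score means a larger calcium signal and so more RGS4 inhibition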
Target sequence (P49798 whole entry, looked up): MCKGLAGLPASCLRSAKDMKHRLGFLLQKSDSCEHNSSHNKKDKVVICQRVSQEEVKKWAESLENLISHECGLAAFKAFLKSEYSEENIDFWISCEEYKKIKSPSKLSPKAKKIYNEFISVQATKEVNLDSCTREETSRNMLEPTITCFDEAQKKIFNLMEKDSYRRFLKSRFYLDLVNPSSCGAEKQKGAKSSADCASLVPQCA
Starred values were filed as active, the others as inactive; i = inactive; · = not tested or not shown.

(1) CC1(C)CC(=O)C(C=NCCN2CCN(CCc3ccccc3)CC2)=C(O)C1
(2) CCOC(=O)Cn1nnnc1C
(3) COCCCN1CN=C(Nc2nc3ccccc3o2)NC1
(4) Cn1c2ccccc2c2cnn(CC(=O)Nc3cccc(F)c3)c(=O)c21
(5) Cc1ccc(O)c(-c2cc(C(=O)NCc3ccc4c(c3)OCO4)[nH]n2)c1
(6) Cc1cccc(C)c1OC(=O)CN1C(=O)c2ccccc2C1=O
(7) Cc1ccc(CNC(=O)c2ccc(S(=O)(=O)N(C)C)cc2)n1C
(8) CCn1nc(C)c(CNC(=O)c2cc(COc3ccccc3SC)on2)c1C
compound no.	1	2	3	4	5	6	7	8
MrgX1 antagonist	i	i	i	i	i	i	i	i
ANO1 block	i	i	i	i	i	i	i	i
TRPC4 inh	i	i	i	i	i	i	i	i
TRPC6 inh	i	i	i	i	i	i	i	i
MrgX1 agonist	i	i	i	i	i	i	i	i
MrgX1 PAM	i	i	i	i	i	i	i	i
TRPC6 act	i	i	i	i	i	i	i	i
TRPC4 PAM	i	i	i	i	i	i	i	i
ANO1 activ	i	i	i	i	i	i	i	i
TRPC4 act	i	i	i	i	i	i	i	i
RGS4 inh	i	i	i	i	i	i	i	i

Continued; the last 2 above are carried over.
(7) Cc1ccc(CNC(=O)c2ccc(S(=O)(=O)N(C)C)cc2)n1C
(8) CCn1nc(C)c(CNC(=O)c2cc(COc3ccccc3SC)on2)c1C
(9) CN(CC1CCN(CCc2cccc(C(F)(F)F)c2)CC1)C(=O)c1ccccc1
(10) COCCCNC(=S)NNC(=O)c1cc(-c2ccncc2)nc2ccccc12
(11) Cc1ccc(-n2nc(C)c3c2OC(N)=C(C#N)C3c2ccco2)cc1 (configuration not stated)
(12) O=C(Cc1ccccc1[N+](=O)[O-])OCc1cccc([N+](=O)[O-])c1
(13) O=C(COC(=O)CN1C(=O)C2CCCCC2C1=O)Nc1ccc(S(=O)(=O)N2CCOCC2)cc1 (configuration not stated)
(14) CCOc1ccc(CCNC(=O)c2oc3c(c2C)-c2[nH]ncc2CC3)cc1OCC
(15) Nc1ccc(N=Nc2ccc(N)cc2)cc1
(16) O=C(Nc1ccc2c(c1)oc1ccccc12)c1ccc(Br)o1
compound no.	7	8	9	10	11	12	13	14	15	16
MrgX1 antagonist	i	i	i	i	i	i	i	i	i	i
ANO1 block	i	i	i	i	i	i	i	i	i	i
TRPC4 inh	i	i	i	i	i	-6*	i	i	i	i
TRPC6 inh	i	i	i	i	i	i	i	i	i	i
MrgX1 agonist	i	i	i	i	i	i	i	i	i	i
MrgX1 PAM	i	i	i	i	i	i	i	i	i	i
TRPC6 act	i	i	i	i	i	i	i	i	i	i
TRPC4 PAM	i	i	i	i	i	i	i	i	i	i
ANO1 activ	i	i	i	i	i	·	i	i	i	i
TRPC4 act	i	i	i	i	i	i	i	i	i	i
RGS4 inh	i	i	i	i	i	i	i	i	i	i

Some of these compounds in order of length of the SMILES, ascending.
(10) COCCCNC(=S)NNC(=O)c1cc(-c2ccncc2)nc2ccccc12
(11) Cc1ccc(-n2nc(C)c3c2OC(N)=C(C#N)C3c2ccco2)cc1 (configuration not stated)
(12) O=C(Cc1ccccc1[N+](=O)[O-])OCc1cccc([N+](=O)[O-])c1
(13) O=C(COC(=O)CN1C(=O)C2CCCCC2C1=O)Nc1ccc(S(=O)(=O)N2CCOCC2)cc1 (configuration not stated)
compound no.	10	11	12	13
MrgX1 antagonist	i	i	i	i
ANO1 block	i	i	i	i
TRPC4 inh	i	i	-6*	i
TRPC6 inh	i	i	i	i
MrgX1 agonist	i	i	i	i
MrgX1 PAM	i	i	i	i
TRPC6 act	i	i	i	i
TRPC4 PAM	i	i	i	i
ANO1 activ	i	i	·	i
TRPC4 act	i	i	i	i
RGS4 inh	i	i	i	i

The list continues:
(17) CC(=O)c1ccc(NC(=O)C(C)Sc2ccccn2)cc1 (configuration not stated)
(18) COc1cccc(NC(=O)CSc2nc3c([nH]c4ccccc43)c(=O)n2C)c1
(19) COC(=O)c1ccc(/C=C/c2c(-c3ccc(OC)cc3)oc3ccc(N4CCOCC4)cc23)cc1
(20) Cc1nnc(SCC(=O)Nc2ccc(S(=O)(=O)Nc3ccc(Cl)nn3)cc2)s1
(21) CCN1C(=O)NC(c2ccccc2)(c2ccccc2)C1=O
(22) COc1cc(/C=C2\SC(=Nc3ccc(Cl)c(C(=O)O)c3)NC2=O)c(Br)c(Br)c1O
(23) CCN(CC(=O)Nc1cccc(C#N)c1)CC(=O)Nc1cccc(OC)c1
(24) Cc1ccc(C2=NN(CCC(=O)NC3CCCC3)C(=O)CC2)cc1
compound no.	17	18	19	20	21	22	23	24
MrgX1 antagonist	i	i	i	i	i	i	i	i
ANO1 block	i	i	i	i	i	i	i	i
TRPC4 inh	i	i	i	i	i	i	i	i
TRPC6 inh	i	i	i	i	i	i	i	i
MrgX1 agonist	i	i	i	i	i	i	i	i
MrgX1 PAM	i	i	i	i	i	i	i	i
TRPC6 act	i	i	i	i	i	i	i	i
TRPC4 PAM	i	i	i	i	i	i	i	i
ANO1 activ	i	i	i	i	i	i	i	i
TRPC4 act	i	i	i	i	i	i	i	i
RGS4 inh	i	i	i	i	i	i	i	i
